# Screens deposited in PubChem by several laboratories.
# bIAP act – increases bovine intestinal alkaline phosphatase activity; purified bovine IAP, CDP-star luminescence, 30 min; stronger effect = higher value; fold of DMSO-control signal, blank-subtracted; activation factor at 20 µM; 0.17% of 200,000 active;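 active = activation factor of 2 or more at 20 µM, a signal rise over negative controls twice the positive control's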
# STAT3 blocker – reduces IL-6 driven STAT3 reporter signal. U3A cells, IL-6 STAT3-luciferase reporter, luminescence; host cell line lacks STAT1. inhibition, % at 5.5 µM. 0.89% of 190,000 active;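 active = inhibition above the mean inhibition across all screened compounds plus 3 SD, cut at about 44% in these data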;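 also: 0% = DMSO only wells and 100% = 100 µM nifuroxazide control wells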
# STAT3 act – increases IL-6 driven STAT3 reporter signal; U3A cells, IL-6 STAT3-luciferase reporter, luminescence; 100% = signal with IL-6 EC80 alone; activation (% of control), % at 5.6 µM; 0.91% of 190,000 active; AID 871;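 active = activation above the screen-wide mean of compound activation plus 3 SD, cut at about 130% in these data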;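 also: 0% = background luminescence of wells with medium and substrate only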
#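 Test system: Human STAT1-deficient U3A cells with stable STAT3-luciferase reporter | Also added: Interleukin-6, 33 ng/mL | Timing: Compound pre-incubation 1 h before IL-6, then 6 h stimulation at 37 °C | Technique: Luciferase reporter luminescence | Read-out: Percent of IL-6-only median luminescence | Benchmarks: IL-6-only wells as 100% reference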
# TR-FRET SRC-2 ct – TR-FRET artefact, counter-screen to PPARgamma/SRC-2 agonist assay; stronger effect = higher value; TR-FRET ratio at 8 µM; 0.4% of 200,000 active; AID 1049; in the data active = TR-FRET ratio above about 2000; also: inactives centre near 1500
# TNAP act hi DEA – increases human TNAP activity under high phosphate acceptor concentration. P05186. purified TNAP, CDP-star luminescence, 1 M DEA, 30 min; stronger effect = higher value; 0 = EDTA background, 1 = DMSO-only activity. activation factor at 20 µM. 200,000 tested, under 10 active. AID 1136;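 active = activation factor at least 2 at 20 µM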
#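 Dosing: 20 µM single point. System: human TNAP. Amount: TNAP 1/800 final. Incubation: 30 min, room temperature. Read-out: TNAP activation factor scaled between EDTA and DMSO control wells. Signal: luminescence from CDP-star hydrolysis. Medium: 1 M DEA, pH 9.8, Mg2+, Zn2+. Control set: EDTA negative control, DMSO positive control.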
# ROMK primary – modulators of human ROMK potassium channel; B-score at 10 µM; 2% of 130,000 active; Tet-inducible ROMK, thallium flux fluorescence; actives lie on both sides;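 active = signal ratio slope over the read window, or its plate-corrected B-score, at least 3 SD from the plate mean, either direction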;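 also: B-score of the F/F0 ratio slope over 7 to 12 s after thallium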
# Target sequence (P48048 whole entry, looked up): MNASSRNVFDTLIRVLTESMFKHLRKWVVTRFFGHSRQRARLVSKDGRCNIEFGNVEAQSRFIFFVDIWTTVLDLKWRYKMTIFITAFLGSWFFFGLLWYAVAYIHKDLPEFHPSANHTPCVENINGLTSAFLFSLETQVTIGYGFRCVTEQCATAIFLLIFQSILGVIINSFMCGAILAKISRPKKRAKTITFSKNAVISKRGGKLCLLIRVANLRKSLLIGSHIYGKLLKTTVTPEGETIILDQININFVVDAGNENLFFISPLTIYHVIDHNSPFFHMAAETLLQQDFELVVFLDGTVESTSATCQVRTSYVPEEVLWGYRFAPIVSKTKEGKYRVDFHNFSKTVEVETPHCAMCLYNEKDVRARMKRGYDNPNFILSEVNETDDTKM
# PPARg SRC-1 ag – PPARgamma-driven SRC-1 recruitment agonism; PPARgamma-SRC-1 coactivator recruitment biochemical assay; activation, % at 8 µM; 0.41% of 200,000 active; AID 631; in the data active = activation above about 19%;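 also: 0% = DMSO and 100% = reference agonist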
# Target sequence (P37231 whole entry, looked up): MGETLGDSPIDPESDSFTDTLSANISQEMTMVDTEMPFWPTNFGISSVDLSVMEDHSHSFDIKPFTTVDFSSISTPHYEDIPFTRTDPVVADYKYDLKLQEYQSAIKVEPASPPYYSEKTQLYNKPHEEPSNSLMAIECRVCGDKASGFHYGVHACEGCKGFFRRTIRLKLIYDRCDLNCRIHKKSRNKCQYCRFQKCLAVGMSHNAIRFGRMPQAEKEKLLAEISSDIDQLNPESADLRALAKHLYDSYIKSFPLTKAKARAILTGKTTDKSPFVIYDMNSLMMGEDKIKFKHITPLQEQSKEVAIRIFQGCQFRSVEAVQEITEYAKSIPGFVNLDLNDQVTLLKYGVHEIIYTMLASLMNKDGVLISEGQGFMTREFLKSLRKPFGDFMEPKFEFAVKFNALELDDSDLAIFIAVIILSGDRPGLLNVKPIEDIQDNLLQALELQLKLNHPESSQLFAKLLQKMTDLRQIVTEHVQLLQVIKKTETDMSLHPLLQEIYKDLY
# PPARg SRC-3 ag – agonists of human PPARgamma SRC-3 coactivator recruitment. P37231. 0.26% of 200,000 active. activation, % at 8 µM. biochemical PPARgamma/SRC-3 coactivator recruitment assay; in the data active = activation above about 23%;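 also: 0% = DMSO and 100% = reference agonist; some compounds past the cut are filed as inactive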
# PPARg SRC2 recr – PPARgamma-driven SRC-2 recruitment agonism. PPARgamma LBD-SRC-2 recruitment, biochemical. 0.34% of 200,000 active. activation, % at 8 µM; in the data active = activation above about 22%;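 also: 0% = vehicle and 100% = reference agonist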
# STAT1 blocker – inhibitors of IFN-gamma induced STAT1 signaling; NIH 3T3 STAT1-luciferase reporter, luminescence; inhibition, % at 5.5 µM; 0.35% of 200,000 active; AID 920;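 active = inhibition above a set limit, the mean inhibition across all tested compounds plus 3 SD, cut at about 34% in these data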;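 also: 0% = IFN-gamma with DMSO and 100% = IFN-gamma with 300 µM nifuroxazide; values of inactives mirror those of a sister screen read the other way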
# bIAP inh – intestinal alkaline phosphatase (bovine) inhibition; 190,000 tested, under 10 active; purified bovine IAP, CDP-star luminescence, 30 min; AID 1019; inhibition, % at 20 µM;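 active = over 50% inhibition of intestinal alkaline phosphatase at 20 µM in the single-dose screen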
#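 test system = bovine IAP enzyme | medium = DEA buffer 100 mM, pH 9.8, with MgCl2 1.0 mM, ZnCl2 0.02 mM | detection = luminescence | dosing = single compound dose of 20 µM, 2% DMSO final | incubation = 30 min reaction at room temperature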
# * marks the source's active call; other numbers are inactive results; / = no result given.
SMILES,bIAP act,STAT3 blocker,STAT3 act,TR-FRET SRC-2 ct,TNAP act hi DEA,ROMK primary,PPARg SRC-1 ag,PPARg SRC-3 ag,PPARg SRC2 recr,STAT1 blocker,bIAP inh
S=C(NCCc1ccncc1)Nc1cccc2ccccc12,0.9,7,98,1734,1,-0.031,14,7,3,-1,14
CC(=O)Nc1ccc(-n2nnnc2SCC(=O)N2CCN(C(=O)c3ccco3)CC2)cc1,1,10,95,1591,1,/,-8,0,2,4,-1
CC1CCN(S(=O)(=O)c2ccc(NC(=O)CN3CCOCC3)cc2)CC1,0.6,8,98,1630,1,-0.34,9,-7,11,2,37
O=C(Nc1ccccc1-c1nc2ccccc2[nH]1)c1ccc(N2C(=O)CCC2=O)cc1,1.1,25,83,1606,1.1,2,6,1,4,-32,-6
O=C(CN1CCCCCC1)N/N=C/c1cccc(Cl)c1,1,-2,101,1490,1,-0.55,-3,0,3,5,-2
COC(=O)c1ccc(N2CCN(C(C)=O)CC2)c(NC(=O)c2cccnc2)c1,0.9,6,97,1508,1.1,0.21,8,0,7,-6,9
Cc1nnc2ccc(N3CCN(C(=O)c4ccccc4)CC3)nn12,0.9,11,98,1660,1.1,/,-6,-4,-6,3,10
O=C(O)c1ccc(NS(=O)(=O)c2ccc3c(c2)C2C=CCC2C(c2ccccc2F)N3)cc1 (stereo unspecified),0.9,8,98,1630,1,-0.038,12,3,14,-2,11
CCOC(=O)c1c(NC(N)=O)sc(C)c1C,0.9,3,101,1461,0.9,/,-2,9,1,-2,13
O=C(NC1CCCCC1)Nn1c(-c2ccccc2)nc2ccccc2c1=O,0.8,-11,105,1541,1,0.6,15,-4,8,6,25
Cc1noc(C)c1CSc1nc2ccccc2s1,0.9,8,97,1582,1,/,-2,-2,4,-3,13
CCn1c(SCC(=O)NCCc2ccccc2)nnc1-c1ccco1,1,0,105,1518,1,/,0,-5,4,1,-4
CCc1ccccc1N(CC)C(=O)CCc1nc(-c2ccc(C)cc2)no1,1,6,96,1424,1.1,/,3,11,5,8,3
CCOC(=O)Cc1csc(NC(=O)c2ccc(S(=O)(=O)N3CCOCC3)cc2)n1,1.2,10,95,1450,1,-0.016,4,3,0,3,-16
COc1ccc2c(c1)c(C(O)CN1CCN(Cc3ccc4c(c3)OCO4)CC1)c(C)n2C (stereo unspecified),1.2,7,101,1473,1,/,-8,0,-6,-13,-15
c1cnc(NCCNc2ncccn2)nc1,0.9,0,105,1683,1,/,8,6,8,-6,9
COC(=O)c1cccc(NC(=O)c2cc3sccc3n2C)c1,0.7,4,100,1409,1,-0.63,2,-1,1,-14,26
CN1CCN(S(=O)(=O)c2ccc(N3CCN(S(=O)(=O)/C=C/c4ccccc4)CC3)nc2)CC1,1,-3,107,1290,1.1,/,3,0,-2,-8,-3
O=C(Nc1nnc(SCC(=O)N2CCCc3ccccc32)s1)c1cccc2ccccc12,1,-3,105,1442,1,0.92,-2,3,-1,1,-2
CCc1ccccc1Nc1nc(N)nc(CSCC(=O)c2cc(C)n(C)c2C)n1,1.1,-4,107,1493,1,-0.047,5,-7,3,10,-10
Cc1ccc(NC(=O)CN(c2ccccc2)S(=O)(=O)N(C)C)cc1C,1.1,2,101,1535,1,-0.06,-3,17,13,5,-11
CCCCOc1ccc(C(=O)C(CN2CCOCC2)c2ccccc2)cc1 (stereo unspecified),0.9,-4,106,1690,1,/,1,15,1,17,13
Cn1c(COc2ccc3ccccc3c2)nnc1SCC(=O)OC1CCCCC1,0.9,2,101,1559,1.1,/,-1,11,-5,1,12
CC(C)(C)C1CCC2(CC1)NC(CO)(CO)CO2 (stereo unspecified),1,7,96,1646,1,0.11,6,16,12,-4,-1
CSc1nc(C)cc(C)c1S(=O)(=O)c1ccccc1C,0.9,13,96,1587,1,/,4,5,1,11,6
COC(=O)c1nn(-c2cccc(C)c2)c2nnc(Cc3ccc(C)cc3)c(=O)n12,1,20,86,1433,1.1,0.42,5,3,4,14,0
COc1ccc(-c2noc(CCC(=O)NCCN3CCN(c4ccccc4F)CC3)n2)cc1,1,13,90,1466,1.1,-0.0073,2,-5,0,6,0
CC(C)NC(=O)c1ccccc1NC(=O)CCc1ccccc1,0.6,1,102,1378,1,0.081,-2,0,6,-1,44
O=C1c2ccccc2C(O)N1Cc1ccc2c(c1)OCO2 (stereo unspecified),0.9,1,103,1725,1.1,/,-2,8,10,-6,8
COc1cc(NC(=O)C2CCC(CNc3c(N4CCC(C)CC4)c(=O)c3=O)CC2)cc(OC)c1 (stereo unspecified),1.3,17,93,1655,1.1,/,-1,-4,-2,6,-28
CCc1ccc(NC(=O)c2cc(CC(C)C)on2)cc1,0.8,-7,106,1338,1,/,-3,-4,-1,-28,21
CCN1C(=O)c2ccccc2S(=O)c2ccc(C(=O)NCc3ccccn3)cc21 (stereo unspecified),1,6,95,1492,1,/,-3,0,-8,1,3
C=C(C)Cn1c(C2CC(=O)N(c3ccccc3F)C2)nc2ccccc21 (stereo unspecified),0.9,6,95,1616,1,-0.7,2,4,6,-2,8
CC(C)(C)C1C=C(Sc2ccccc2)C(=O)O1 (stereo unspecified),0.6,-5,103,1676,0.9,0.034,7,4,-3,-9,38
O=C(NNC(=O)c1sccc1-n1cccc1)c1ccccc1,1.1,11,95,1626,1,/,-1,-2,15,2,-8
CCC(O)(CC)C(=O)N=Nc1c(O)[nH]c2ccccc12,1.1,-7,108,1681,1,0.14,7,3,2,0,-14

# Shown bar-delimited: 12 of the compounds above.
SMILES | bIAP act | STAT3 blocker | STAT3 act | TR-FRET SRC-2 ct | TNAP act hi DEA | ROMK primary | PPARg SRC-1 ag | PPARg SRC-3 ag | PPARg SRC2 recr | STAT1 blocker | bIAP inh
CSc1nc(C)cc(C)c1S(=O)(=O)c1ccccc1C | 0.9 | 13 | 96 | 1587 | 1 | / | 4 | 5 | 1 | 11 | 6
COC(=O)c1nn(-c2cccc(C)c2)c2nnc(Cc3ccc(C)cc3)c(=O)n12 | 1 | 20 | 86 | 1433 | 1.1 | 0.42 | 5 | 3 | 4 | 14 | 0
COc1ccc(-c2noc(CCC(=O)NCCN3CCN(c4ccccc4F)CC3)n2)cc1 | 1 | 13 | 90 | 1466 | 1.1 | -0.0073 | 2 | -5 | 0 | 6 | 0
CC(C)NC(=O)c1ccccc1NC(=O)CCc1ccccc1 | 0.6 | 1 | 102 | 1378 | 1 | 0.081 | -2 | 0 | 6 | -1 | 44
O=C1c2ccccc2C(O)N1Cc1ccc2c(c1)OCO2 (stereo unspecified) | 0.9 | 1 | 103 | 1725 | 1.1 | / | -2 | 8 | 10 | -6 | 8
COc1cc(NC(=O)C2CCC(CNc3c(N4CCC(C)CC4)c(=O)c3=O)CC2)cc(OC)c1 (stereo unspecified) | 1.3 | 17 | 93 | 1655 | 1.1 | / | -1 | -4 | -2 | 6 | -28
CCc1ccc(NC(=O)c2cc(CC(C)C)on2)cc1 | 0.8 | -7 | 106 | 1338 | 1 | / | -3 | -4 | -1 | -28 | 21
CCN1C(=O)c2ccccc2S(=O)c2ccc(C(=O)NCc3ccccn3)cc21 (stereo unspecified) | 1 | 6 | 95 | 1492 | 1 | / | -3 | 0 | -8 | 1 | 3
C=C(C)Cn1c(C2CC(=O)N(c3ccccc3F)C2)nc2ccccc21 (stereo unspecified) | 0.9 | 6 | 95 | 1616 | 1 | -0.7 | 2 | 4 | 6 | -2 | 8
CC(C)(C)C1C=C(Sc2ccccc2)C(=O)O1 (stereo unspecified) | 0.6 | -5 | 103 | 1676 | 0.9 | 0.034 | 7 | 4 | -3 | -9 | 38
O=C(NNC(=O)c1sccc1-n1cccc1)c1ccccc1 | 1.1 | 11 | 95 | 1626 | 1 | / | -1 | -2 | 15 | 2 | -8
CCC(O)(CC)C(=O)N=Nc1c(O)[nH]c2ccccc12 | 1.1 | -7 | 108 | 1681 | 1 | 0.14 | 7 | 3 | 2 | 0 | -14

# New compounds follow.
SMILES,bIAP act,STAT3 blocker,STAT3 act,TR-FRET SRC-2 ct,TNAP act hi DEA,ROMK primary,PPARg SRC-1 ag,PPARg SRC-3 ag,PPARg SRC2 recr,STAT1 blocker,bIAP inh
Cn1c(C(F)(F)F)nc2c(=O)oc3ccccc3c21,1,6,102,1462,1,/,8,0,2,-1,2
Cc1nc2sc(C(c3ccco3)N3CCN(c4ccccc4F)CC3)c(O)n2n1 (stereo unspecified),1,1,105,1551,1.1,/,11,-5,3,7,-1
COc1ccc(C2C([N+](=O)[O-])=C(C)N(C)C(=O)N2C)cc1OC (stereo unspecified),1.1,-4,104,1611,1.1,-0.013,4,4,3,-10,-11
O=S(=O)(NCCCc1ccccc1)c1ccc(Cl)cc1,0.9,10,90,1671,1,/,3,6,3,6,6
CN(C(=O)c1ccno1)c1nnc(-c2cccnc2)s1,1.2,3,102,1738,1.1,0.57,5,-1,4,-3,-15
CCOC(=O)C1=C(C)N(c2ccccc2)C(=O)/C1=C\c1cccs1,1,4,99,1596,0.9,/,4,1,6,3,-4
Cc1c(C#N)c(NC(=O)CCl)n(Cc2ccc(F)cc2)c1C,1.1,32,76,1712,1,0.08,6,6,7,34*,-7
COc1cc2c(cc1NC(=O)c1cncc(Br)c1)oc1ccccc12,0.9,11,92,1599,1.1,0.0059,-1,-6,11,4,7
COc1ccc(C(=O)CC(=O)C(=O)NCCc2cccc(C)c2)cc1,1,-3,100,1625,1,-0.81,6,7,2,-3,-2
CS(=O)(=O)N(CCc1ccccc1)CC(=O)N1CCN(c2ccccc2F)CC1,1,6,98,1479,1,/,-5,-5,2,1,0
COc1cc(NC(=S)NC(=O)c2ccc(F)cc2)ccc1NC(=O)c1ccco1,1.1,0,102,1625,1.1,/,5,2,-5,-10,-5
CCOCC(O)CS(=O)Cc1ccccc1 (stereo unspecified),1,7,97,1713,1,/,1,3,6,2,0
CN(C)c1ccc(NC(=O)CSc2nc3ccccc3c(=O)n2C2CCCCC2)cc1,1.1,28,76,1567,1,/,10,0,12,4,-7
Cc1ccc(N=C2NC(=O)/C(=C/C=C/c3ccco3)S2)cc1,1,-17,114,1548,0.8,-0.39,-4,-3,3,-5,-3
O=C(NCCC1=CCCCC1)C1CCN(Cc2cnn(-c3ccccc3)c2-n2cccc2)CC1,2.5*,4,100,1586,1.2,/,1,-9,2,10,-151
Nc1nncn1C(=O)c1ccc(Cl)cc1Cl,1,12,99,1669,1,0.47,4,3,1,11,4
CCN(CC)S(=O)(=O)c1cc(C(=O)OCC(=O)Nc2c(F)cccc2F)ccc1F,0.9,11,93,1428,1,/,-6,-6,-10,18,11
CN1CCc2c(sc(N)c2C(=O)O)C1,1,7,98,1775,1,1.3,7,3,1,4,-3
O=C1c2ccccc2C(=O)c2c1cccc2N1CCCC1,1,-21,118,1532,0.8,0.71,-1,5,1,-3,-3
